Assay outcomes: PubChem, several laboratories
WT yeast gro inh = growth inhibition of WT strain, primary screen, mitochondrial fusion inhibitor project, WT and mutant strains, chemical genetic; mitochondrial fusion phenotypic screen; inhibition, % at 10 µM; hit rate 2.1% among 190,000; AID 1362, 2008; in the data active = inhibition above about 58%; tested in S. cerevisiae
PhoP inhibition = inhibitors of PhoP regulon expression, primary screen, Salmonella Typhimurium, GFP reporter (AID 1863). S. Typhimurium PhoP-regulated promoter GFP reporter, 4 h; higher % means a stronger effect. one-dose inhibition, % at 50 µM; IC50 in µM for titrated hits. hit rate 0.16% among 300,000;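 active = inhibition over 29.93%, a cutoff 3 SD above the screen mean, later confirmed by dose response; inconclusive = inhibition over 29.93% but no dose response follow-up; inactive = inhibition at most 29.93% or unconfirmed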;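 note: 0% = low Mg2+ inducing control and 100% = high Mg2+ repressing control; strong numbers were not always called active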
SIAH1 antagonists = Siah-1 peptide-binding antagonists, primary screen, biochemical, fluorescence polarization, rhodamine-plectin, uHTS (AID 1817); hit rate 0.02% among 290,000; one-dose displacement, % at 20 µM; IC50 in µM for titrated hits; E3 ubiquitin-protein ligase SIAH1 (Homo sapiens); Siah-1 / rhodamine-plectin peptide fluorescence polarization; higher % means a stronger effect;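 active = displacement of at least 50% at 20 µM, with a fluorescence ratio check between 0.3 and a set limit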;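 note: plate controls were Siah plus tracer with DMSO for no effect and tracer alone without Siah for full effect; strong numbers were not always called active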
TNAP activators = human TNAP enzyme activators, primary screen, biochemical, luminescent, no phosphate acceptor, uHTS (AID 1001). Alkaline phosphatase, tissue-nonspecific isozyme (Homo sapiens). purified TNAP, luminescent activation assay, no phosphate acceptor; higher activation fold means a stronger effect. activation fold at 20 µM, or EC50 in µM where a hit was titrated. hit rate 0.03% among 200,000; in the data active = activation fold from about 3, or a potency from the dose series; inactive = the rest, 99 in 100 with activation fold below about 1.6; note: many of its hits are not listed in these tables
RSV CPE inhibition = RSV antiviral activity via CPE protection, HEp-2 cells, primary 10 µM value included (AID 2391); HEp-2 cells, RSV-induced CPE inhibition; higher % means a stronger effect; CPE inhibition, % at 10 µM, or IC50 in µM where a hit was titrated; hit rate 0.13% among 310,000; in the data active = a potency from the dose series; inconclusive = CPE inhibition mostly from about 23% at the one dose, without a potency; inactive = the rest, 99 in 100 with CPE inhibition below about 21%; note: strong numbers were not always called active
PMI inhibition = human PMI inhibitors, high substrate, primary screen, biochemical, fluorescence intensity, high mannose 6-phosphate (AID 1220) | recombinant PMI enzyme, coupled fluorescence intensity; higher % means a stronger effect | inhibition, % at 20 µM; hits with a dose series show IC50 in µM | hit rate 0.66% among 190,000
Myeloid diff MLP = induction of myeloid progenitor differentiation, primary screen, cell-based, flow cytometry, MLPCN library; ER-HoxA9 myeloid progenitors, lysozyme-GFP differentiation; hit rate 1% among 360,000; calls only at 10 µM; AID 624256, 2012;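 active = normalized GFP-positive differentiation at or above the plate's own cutoff, the solvent-only control mean plus 3 SD; inconclusive = no clear call, values can overlap the other calls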;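 note: cells exposed to compound for four days before flow analysis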
PMI inhibitors = inhibitors of human PMI, primary screen, biochemical, fluorescence intensity, coupled assay (AID 1209). hit rate 0.42% among 190,000. purified PMI enzyme, coupled fluorescence intensity; higher % means a stronger effect. Mannose-6-phosphate isomerase (Homo sapiens). inhibition, % at 20 µM; hits with a dose series show IC50 in µM;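 note: plate controls were DMSO vehicle for no effect and wells lacking substrate for full effect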
XIAP antagonists = XIAP antagonists, biochemical, IAP family, fluorescence polarization (AID 1018); displacement, % at 20 µM; hits with a dose series show IC50 in µM; XIAP BIR domain, fluorescence polarization peptide displacement; higher % means a stronger effect; hit rate 0.007% among 200,000; E3 ubiquitin-protein ligase XIAP (Homo sapiens); in the data active = displacement above about 50%; note: a part of the inactive calls stands beside numbers as strong as those of hits
WT yeast gro inh mutant strain = recorded beside WT yeast gro inh, whose call it bears; inhibition, %; mitochondrial fusion phenotypic screen, mutant strain inhibition
Myeloid diff MLP GFP+ MAC1+ % = recorded beside Myeloid diff MLP, whose call it bears; GFP+ MAC1+ double positive, %; measured here: differentiation confirmed by MAC1 staining
The depositor's hits bear a star. Cut-off read from the data, not from the text of the source, unless noted: active = inhibition above about 50%; inactive = the rest.

Cc1c(Cl)cccc1NC(=S)NCCC(C)C was read as WT yeast gro inh 47.6, PhoP inhibition 1.2%, SIAH1 antagonists -2.3%, TNAP activators 1.1, RSV CPE inhibition 10.3%, PMI inhibition 5.5%, Myeloid diff MLP inactive, PMI inhibitors 5.3%, XIAP antagonists 4.5%, WT yeast gro inh mutant strain 24.2 and Myeloid diff MLP GFP+ MAC1+ % 0.2.
O=C(CNS(=O)(=O)c1ccc(Br)s1)N1CCN(C(=O)c2ccco2)CC1 was read as WT yeast gro inh -4.6, PhoP inhibition 1.8%, SIAH1 antagonists -1.4%, TNAP activators 1.1, RSV CPE inhibition 0.8%, PMI inhibition -12.3%, Myeloid diff MLP inactive, PMI inhibitors -11.2%, XIAP antagonists -7.0%, WT yeast gro inh mutant strain -1.1 and Myeloid diff MLP GFP+ MAC1+ % 2.1.
For O=C1C2C3C=CC(C3)C2C(=O)N1c1cccc(N2C(=O)C3C4C=CC(C4)C3C2=O)n1 (stereo unspecified) the results were WT yeast gro inh 4.1, PhoP inhibition -1.1%, SIAH1 antagonists -6.5%, TNAP activators 1.1, RSV CPE inhibition 1.4%, PMI inhibition 5.7%, Myeloid diff MLP inactive, PMI inhibitors 5.5%, XIAP antagonists -6.3%, WT yeast gro inh mutant strain -8.6 and Myeloid diff MLP GFP+ MAC1+ % 0.6.
Screening NNC(=O)c1nc(Cl)c(Cl)c(N)c1Cl returned PhoP inhibition -1.2%, SIAH1 antagonists 12.6%, RSV CPE inhibition 5.7%, Myeloid diff MLP inactive and Myeloid diff MLP GFP+ MAC1+ % 0.5.
CCCN1CCN(C(=S)NCc2ccc(Cl)cc2)CC1 was read as WT yeast gro inh 20.7, PhoP inhibition 3.2%, SIAH1 antagonists -2.6%, TNAP activators 1.1, RSV CPE inhibition -1.5%, PMI inhibition -7.3%, Myeloid diff MLP inactive, PMI inhibitors 0.7%, XIAP antagonists -2.6%, WT yeast gro inh mutant strain 30.1 and Myeloid diff MLP GFP+ MAC1+ % 0.3.
`O=C(CN(C(=O)CCC(=O)Nc1nccs1)c1cccc(F)c1)NCCc1ccccc1` gave PhoP inhibition -3.8%, SIAH1 antagonists 0.8%, RSV CPE inhibition 0.1%, Myeloid diff MLP inactive and Myeloid diff MLP GFP+ MAC1+ % 0.3.
`CCN(c1cccc(C)c1)S(=O)(=O)c1ccc(-c2ccc(=O)[nH]n2)o1` gave PhoP inhibition -6.3%, SIAH1 antagonists -2.7%, RSV CPE inhibition 1.4% and Myeloid diff MLP inconclusive.
Screening CC(=O)N1N=C(c2cccc(NS(C)(=O)=O)c2)CC1c1ccc2c(c1)OCO2 (stereo unspecified) returned PhoP inhibition 0.4%, SIAH1 antagonists -2.2%, RSV CPE inhibition 7.4%, Myeloid diff MLP inactive and Myeloid diff MLP GFP+ MAC1+ % 0.3.
For CCOC(=O)c1c(NC(=O)/C=C/c2ccco2)sc(C)c1C the results were WT yeast gro inh 3.4, PhoP inhibition 0.9%, SIAH1 antagonists -1.4%, TNAP activators 1, RSV CPE inhibition 1.3%, PMI inhibition -5.5%, Myeloid diff MLP inactive, PMI inhibitors -4.1%, XIAP antagonists -5.4%, WT yeast gro inh mutant strain 14.9 and Myeloid diff MLP GFP+ MAC1+ % 0.7.
Screening CCc1cc2c(=O)[nH]c(N3CCCC3)nc2s1 returned WT yeast gro inh -3.1, PhoP inhibition -3.6%, SIAH1 antagonists 0.2%, TNAP activators 1, RSV CPE inhibition 0.7%, PMI inhibition 11.6%, Myeloid diff MLP inactive, PMI inhibitors 8.2%, XIAP antagonists -6.9%, WT yeast gro inh mutant strain -12.4 and Myeloid diff MLP GFP+ MAC1+ % 0.2.
`COc1ccc(C)cc1S(=O)(=O)NC1CCCCCC1` gave PhoP inhibition -2.8%, SIAH1 antagonists -4.1%, RSV CPE inhibition 1.8%, Myeloid diff MLP inactive and Myeloid diff MLP GFP+ MAC1+ % 2.4.
Screening CCOC(=O)C1CCN(S(=O)(=O)c2ccc(Cl)cc2OC)CC1 returned WT yeast gro inh -0.7, PhoP inhibition 3.9%, SIAH1 antagonists -3.7%, TNAP activators 1.1, RSV CPE inhibition 2.5%, PMI inhibition -3.8%, Myeloid diff MLP inactive, PMI inhibitors -1.8%, XIAP antagonists -2.8%, WT yeast gro inh mutant strain 10.5 and Myeloid diff MLP GFP+ MAC1+ % 5.6.
`O=c1ccc(-c2ccccc2)no1` gave PhoP inhibition -5.7%, SIAH1 antagonists -1.5%, RSV CPE inhibition 1.1%, Myeloid diff MLP inactive and Myeloid diff MLP GFP+ MAC1+ % 0.7.
CCOc1ccc(OCC)c(NS(=O)(=O)c2cn(C)cn2)c1 was read as PhoP inhibition 0.1%, SIAH1 antagonists 1.1%, RSV CPE inhibition 0.9%, Myeloid diff MLP inactive and Myeloid diff MLP GFP+ MAC1+ % 1.2.
For O=C1N=C(N2CCCCC2)S/C1=C\c1ccc(Cl)cc1 the results were PhoP inhibition -6.4%, SIAH1 antagonists 2.5%, RSV CPE inhibition -1.2%, Myeloid diff MLP inactive and Myeloid diff MLP GFP+ MAC1+ % 0.8.
`O=C(NCCN1CCOCC1)Nc1ccccc1` gave WT yeast gro inh -5.6, PhoP inhibition -1.1%, SIAH1 antagonists -0.6%, TNAP activators 1.1, RSV CPE inhibition -0.1%, PMI inhibition 2.6%, Myeloid diff MLP inactive, PMI inhibitors 4.4%, XIAP antagonists -7.9%, WT yeast gro inh mutant strain -3.8 and Myeloid diff MLP GFP+ MAC1+ % 0.4.
`Cc1c(-c2cc(Br)ccc2O)nc2cc3c(cc2c1C)OCO3` gave PhoP inhibition -2.8%, SIAH1 antagonists 0.3%, RSV CPE inhibition 7.5%, Myeloid diff MLP inactive and Myeloid diff MLP GFP+ MAC1+ % 1.4.
Screening O=c1[nH]c(-c2ccco2)nc2sc3c(c12)CCCC3 returned WT yeast gro inh 9.3, PhoP inhibition -3.8%, SIAH1 antagonists -1.6%, TNAP activators 1, RSV CPE inhibition 8.5%, PMI inhibition 11.2%, Myeloid diff MLP inactive, PMI inhibitors 17.0%, XIAP antagonists -7.0%, WT yeast gro inh mutant strain 3.1 and Myeloid diff MLP GFP+ MAC1+ % 0.5.
Screening COc1nc(C)c2cc(C)oc2n1 returned WT yeast gro inh -19.4, PhoP inhibition -1.0%, SIAH1 antagonists 31.7%, TNAP activators 1.1, RSV CPE inhibition 1.1%, PMI inhibition 1.6%, Myeloid diff MLP inactive, PMI inhibitors -0.4%, XIAP antagonists 0.0%, WT yeast gro inh mutant strain 2.8 and Myeloid diff MLP GFP+ MAC1+ % 1.0.
`CCOC(=O)C1=C(C)NC(C)=C(C(=O)OCC)C1C(=O)OCC(=O)N(C)C1CCS(=O)(=O)C1` (stereo unspecified) gave WT yeast gro inh -9.7, PhoP inhibition -4.1%, SIAH1 antagonists 3.1%, TNAP activators 1.1, RSV CPE inhibition 0.6%, PMI inhibition -6.1%, Myeloid diff MLP inactive, PMI inhibitors -5.7%, XIAP antagonists -2.3%, WT yeast gro inh mutant strain 13.4 and Myeloid diff MLP GFP+ MAC1+ % 0.4.
Screening Cc1cc(C(=O)NN)c(C)o1 returned WT yeast gro inh 7.1, PhoP inhibition -6.4%, SIAH1 antagonists 19.7%, TNAP activators 1, RSV CPE inhibition 1.9%, PMI inhibition -2.8%, Myeloid diff MLP inactive, PMI inhibitors -5.1%, XIAP antagonists -3.8%, WT yeast gro inh mutant strain 6.4 and Myeloid diff MLP GFP+ MAC1+ % 0.7.
For CCN=C1SC(C(=O)Nc2cccc(C(=O)O)c2)CC(=O)N1CC (stereo unspecified) the results were WT yeast gro inh -1.3, PhoP inhibition 1.3%, SIAH1 antagonists -2.1%, TNAP activators 1.1, RSV CPE inhibition -0.3%, PMI inhibition 11.2%, Myeloid diff MLP inconclusive, PMI inhibitors 11.1%, XIAP antagonists -1.5% and WT yeast gro inh mutant strain -3.2.
Screening NS(=O)(=O)c1ccc(CCNC(=O)CSc2nnc3ccccn23)cc1 returned WT yeast gro inh 5.4, PhoP inhibition -1.9%, SIAH1 antagonists 2.5%, TNAP activators 1.1, RSV CPE inhibition 0.4%, PMI inhibition 5.2%, Myeloid diff MLP inactive, PMI inhibitors 6.4%, XIAP antagonists 36.0%, WT yeast gro inh mutant strain -6.3 and Myeloid diff MLP GFP+ MAC1+ % 0.1.
For O=C(O)c1ccc2c(c1)N(Cc1ccccc1)C(=O)c1ccccc1S2 the results were PhoP inhibition -6.9%, SIAH1 antagonists -1.5%, RSV CPE inhibition -0.6%, Myeloid diff MLP inactive and Myeloid diff MLP GFP+ MAC1+ % 0.8.
Screening S=C(c1ccccc1)N1CCCC1 returned PhoP inhibition -1.1%, SIAH1 antagonists 9.2%, RSV CPE inhibition 0.7%, Myeloid diff MLP inactive and Myeloid diff MLP GFP+ MAC1+ % 0.6.
For Cc1nc2ccccc2n1CC(=O)OCC(=O)Nc1ccc2c(c1)OCCO2 the results were WT yeast gro inh 17.5, PhoP inhibition 11.2%, SIAH1 antagonists -3.0%, TNAP activators 1.1, RSV CPE inhibition -0.2%, PMI inhibition 4.9%, Myeloid diff MLP inactive, PMI inhibitors -0.1%, XIAP antagonists -3.2%, WT yeast gro inh mutant strain 32.2 and Myeloid diff MLP GFP+ MAC1+ % 0.2.
`CN(C)c1oc(-c2ccc(Cl)cc2)nc1S(=O)(=O)c1ccccc1` gave WT yeast gro inh -7.9, PhoP inhibition -11.3%, SIAH1 antagonists -6.8%, TNAP activators 1.1, RSV CPE inhibition 1.6%, PMI inhibition -8.5%, Myeloid diff MLP inactive, PMI inhibitors -5.5%, XIAP antagonists -11.6%, WT yeast gro inh mutant strain 6.0 and Myeloid diff MLP GFP+ MAC1+ % 0.9.
For Cc1nn2c(=O)cc(CSc3nc4ccccc4[nH]3)nc2s1 the results were WT yeast gro inh 7.7, PhoP inhibition 32.9%, SIAH1 antagonists -1.1%, TNAP activators 1, RSV CPE inhibition 1.2%, PMI inhibition -5.2%, Myeloid diff MLP inactive, PMI inhibitors 4.3%, XIAP antagonists -9.6%, WT yeast gro inh mutant strain 1.2 and Myeloid diff MLP GFP+ MAC1+ % 2.1.
Screening COCCSc1nnc(NC(=O)c2ccc([N+](=O)[O-])cc2)s1 returned WT yeast gro inh 2.7, PhoP inhibition -4.7%, SIAH1 antagonists -5.2%, TNAP activators 1.1, RSV CPE inhibition 2.2%, PMI inhibition 7.7%, Myeloid diff MLP inactive, PMI inhibitors 2.4%, XIAP antagonists -2.2%, WT yeast gro inh mutant strain 6.4 and Myeloid diff MLP GFP+ MAC1+ % 0.3.
